Bioassay records as filed in PubChem BioAssay.
Vif inh – HIV Vif self-association inhibitors, primary screen, imaging, HEK293T, single point; 340,000 compounds, 0.35% hits; inhibition, % at 7.49 µM; HEK293T cells, Vif self-association by quenched fluorescence, 24 h; in the data active = inhibition above about 50%, passing the limit was not always enough; note: some results filed as inactive read as strong as hits
NOD2 RIPK2 PPI – NOD2-RIPK2 binding disruptors in cells, primary screen, fluorescence, CHO cells, BLA complementation | Receptor-interacting serine/threonine-protein kinase 2 (Homo sapiens), O43353 | AID 624267, 2012 | CCF4 ratio | inhibition, % at 4.98 µM | 360,000 compounds, 0.38% hits; in the data active = inhibition above about 21%;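 note: 0% = vehicle only and 100% = reference blocker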
C8 TRAIL sens – viability loss with TRAIL in NB7+C8 cells, primary screen, TRAIL sensitizer project, cell-based, ATPlite luminescence; inhibition (viability loss, TRAIL sensitization), % at 10 µM; 360,000 compounds, 1% hits; AID 624354, 2012;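 active = compounds causing at least 50% loss of cell viability in the single-dose screen, relative to plate controls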
SRC1 inh – SRC1 coactivator transcriptional activity inhibitors, primary screen, cell-based, luminescence; Nuclear receptor coactivator 1 (Homo sapiens), Q15788; HEK293 GAL4-SRC1 luciferase reporter; inhibition, % at 3.6 µM; 360,000 compounds, 0.12% hits; AID 588354, 2011;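 active = inhibition above the campaign mean plus 3 SD, with each screening campaign given its own cutoff, cut at about 60% in these data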;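 note: 0% = DMSO treated cells and 100% = gossypol at 36 µM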
LRH-1 inv ag – LRH-1 (NR5A2) inverse agonists, primary screen, cell-based, luminescence, HEK293T, StAR-luciferase reporter; 360,000 compounds, 0.13% hits; LRH-1 transfected, 24 h; inhibition, % at 3.6 µM; Nuclear receptor subfamily 5 group A member 2 (Homo sapiens), O00482; AID 602396, 2012;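 active = inhibition above the mean inhibition of all tested compounds plus 3 SD, cut at about 73% in these data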;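 note: 0% = DMSO wells and 100% = reporter-only cells lacking LRH-1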
LMP1 NFkB inh – EBV LMP1-driven NF-kappaB luciferase reporter inhibitors, primary screen, cell-based, luminescence, single point. LMP1-induced NF-kappaB luciferase reporter cells. inhibition, % at 12.5 µM. 350,000 compounds, 0.69% hits. AID 504558, 2011; in the data active = inhibition above about 41%;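 note: 0% = neutral control wells and 100% = reference inhibitor control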
NCOA2 inhibitor – inhibition of GAL4-SRC2 driven luciferase reporter, primary screen, SRC2 inhibitor project, cell-based, luminescence; AID 651957, 2012; inhibition, % at 9 µM; 370,000 compounds, 0.17% hits; HEK293 GAL4-SRC2 luciferase reporter;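 active = inhibition above the mean inhibition of all tested compounds plus 3 SD, set per campaign, cut at about 52% in these data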;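 note: 0% = DMSO treated cells and 100% = cells given Gossypol at 36 µM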
NR2F2 inh – NR2F2 transcriptional activity inhibitors, primary screen, cell-based, luciferase reporter, HEK293T, luminescence. HEK293T NGFI-A luciferase reporter. 370,000 compounds, 0.7% hits. inhibition, % at 8.6 µM;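 active = inhibition above a per-plate cutoff, mean inhibition of test wells between control levels plus 3 SD, cut at about 38% in these data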;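 note: cells cotransfected with COUP-TFII expression vector driving the NGFI-A reporter; 0% = median of COUP-TF2 test wells and 100% = reporter-only cells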
SRC3 inh – SRC3 coactivator transcriptional activity inhibitors, primary screen, cell-based, luminescence; inhibition, % at 3.6 µM; HEK293 GAL4-SRC3 luciferase reporter; 360,000 compounds, 0.17% hits; Nuclear receptor coactivator 3 (Homo sapiens), Q9Y6Q9;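 active = inhibition above a per-campaign cutoff, the mean of all compounds plus 3 SD, cut at about 60% in these data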;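 note: 0% = DMSO-treated cells and 100% = gossypol-treated cells at 36 µM; higher means less SRC3-driven luciferase light from the GAL4 reporter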
TLR9-MyD88 block – inhibitors of TLR9-MyD88 association in cells, primary screen, cell-based, CHO, BLA complementation, fluorescence | Toll-like receptor 9 (Homo sapiens) + Myeloid differentiation primary response protein … | CCF4 FRET ratio | inhibition, % at 4.98 µM | 340,000 compounds, 0.21% hits | AID 504734, 2011;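 active = inhibition above the mean over all tested compounds plus 3 SD, cut at about 21% in these data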;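 note: 0% = DMSO only wells and 100% = clavulanate BLA inhibitor control wells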
TROY signal inh – inhibitors of TROY-driven NF-kB signaling, primary screen, Q293 LMP1-TROYcd cells, NF-kB luciferase, uHTS. Q293 LMP1-TROYcd NF-kB luciferase reporter, 4 h. inhibition, % at 10 µM. 360,000 compounds, 0.98% hits;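 active = compounds whose plate-normalised and pattern-corrected inhibition of the luciferase reporter signal at the single screening dose is 50% or more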
* marks the source's active call; other numbers are inactive results; · = no result given.

SMILES	Vif inh	NOD2 RIPK2 PPI	C8 TRAIL sens	SRC1 inh	LRH-1 inv ag	LMP1 NFkB inh	NCOA2 inhibitor	NR2F2 inh	SRC3 inh	TLR9-MyD88 block	TROY signal inh
COCCNC(=O)C(c1ccc(C)o1)N(C(=O)c1snc(C(N)=O)c1N)c1cc(C)cc(C)c1 (stereo unspecified)	-2	-3	-7	-51	-1	-2	-20	11	17	-2	-3
C[C@@H]1CN([C@H](C)CO)C(=O)c2c(c3ccccc3n2C)-c2ccccc2CO[C@H]1CN(C)C(=O)c1cc(Cl)cc(Cl)c1	-1	-7	5	7	20	-1	9	28	9	0	8
CN(C)S(=O)(=O)c1ccc(S(=O)(=O)N2CCCC2)cc1	-5	-2	2	-20	2	-7	-26	4	10	-3	4
N/C(=N/OC(=O)c1ccc(Cl)cc1)c1ncc([N+](=O)[O-])s1	0	-7	28	-14	9	-5	6	-16	-27	·	-34
CC(C)NC(=S)N1CCN(S(=O)(=O)c2cccc(C(F)(F)F)c2)CC1	5	-5	-4	-1	7	3	14	-2	3	5	8
O=C1CCc2cc(S(=O)(=O)NC(Cc3ccccc3)C(=O)N3CCN(c4ccccn4)CC3)ccc2N1 (stereo unspecified)	-6	3	-8	-2	-6	1	12	23	-5	-5	-1
CCOc1cc(/C=N/NC(=O)C(=O)N2CCCC2)ccc1O	15	0	-1	-7	22	-9	-10	-9	9	-6	2
Cc1cccc(NC(=O)Cn2cnc3sc(C)c(S(=O)(=O)N4CCC(C)CC4)c3c2=O)n1	·	-9	-4	-18	-19	-2	-7	-5	-13	-4	13
COc1cc(C2C3=C(CCCC3=O)Nc3c2c(C)nn3-c2cccc(C)c2)cc(OC)c1O (stereo unspecified)	13	-2	-9	15	-7	-1	-2	6	12	6	17
COc1cccc(-n2c(Cc3cc(=O)[nH]c(=O)[nH]3)nnc2SCC(=O)N2CCCCC2)c1	17	-12	-10	-5	14	-1	7	11	-5	3	-3
COc1ccc(-n2nc(C(=O)O)c3ccccc3c2=O)cc1	-2	-14	-2	-13	4	0	1	20	-2	-5	2
O=C(NCCc1ccccc1)c1cccc2c(-c3ccc(F)c(F)c3)coc12	8	1	-14	-18	-2	·	-1	16	-10	·	-14
Cc1ccccc1CN1N=C(/C=C/c2ccccc2)CCC1=O	5	-1	3	-1	-9	1	-13	-12	9	-4	6
O=C1c2ccccc2C2=Nc3ccccc3SC(c3cccc(F)c3)C12 (stereo unspecified)	-1	9	-26	1	18	12	21	-20	24	0	71*
NC(=O)C(c1ccc(Sc2ccccc2)nn1)c1ccc(Cl)cc1Cl (stereo unspecified)	·	-12	-2	-26	15	3	7	2	14	1	11
O=C(Nc1nccs1)c1cc(-c2ccncc2)nc2ccccc12	-1	3	1	-25	11	-5	-18	13	2	-9	16
Cc1cc(C)c2cc(C#N)c(SCC(=O)NCC3CCCO3)nc2c1 (stereo unspecified)	·	13	4	-1	13	4	2	1	1	7	-1
CC(=O)Nc1cc(Br)ccc1O	48	-7	-2	-6	-14	-7	-18	-3	5	-1	-4
Cc1cc(C(=O)CCC(=O)Nc2ccc(S(N)(=O)=O)cc2)c(C)s1	10	2	-14	-1	-6	1	7	13	-6	17	14
O=C1C=C(NCc2ccc(Cl)cc2)CC(c2ccco2)C1 (stereo unspecified)	-14	-1	9	6	-7	5	12	8	9	-2	-2
O=C(NCCOCCNC(=O)OCc1ccccc1)OCc1ccccc1	1	-6	2	-6	4	-5	23	19	22	3	4
O=C(NCc1ccccc1)C(c1ccccc1)N(C(=O)c1csnn1)c1ccccc1 (stereo unspecified)	16	-9	-3	8	0	-2	-22	6	-51	-1	2
CNC(C)C(=O)NC(C(=O)N1CCCC1C(=O)NNc1ccccc1)C(C)C (stereo unspecified)	-1	-5	-15	22	13	-27	-23	-8	27	-3	1
O=C1C2C3C=CC(C4CC34)C2C(=O)N1c1nccs1 (stereo unspecified)	2	-5	-2	-42	2	7	-10	-3	6	-8	12
COc1ccc(C2CCCN2C(=O)Nc2cccc(C(C)=O)c2)cc1OC (stereo unspecified)	14	-1	0	-11	2	8	1	-4	10	2	2
Cc1cccc(C)c1OCc1cc(C(=O)NCC2CCCCC2)no1	16	-2	19	-14	3	0	-8	18	1	-8	-21
Cc1cc(C)n2nc(C(=O)N/N=C/c3ccc(O)cc3)nc2n1	31	9	-5	9	-8	0	-10	9	-7	0	7
COc1ccc(/C=N\NC(=O)CCN2CCN(c3ccccc3)CC2)cc1OC	17	-12	4	-1	20	13	-51	-19	-22	-4	10
CC(COc1ccccc1)N1CCC(CO)(Cc2ccccc2)CC1 (stereo unspecified)	1	13	-4	-17	-3	3	-3	-4	12	-13	14
CCOc1ccc(CCNC(=O)COC(=O)c2ccc(S(C)(=O)=O)cc2)cc1OCC	2	0	4	0	20	-7	20	0	8	4	5

A section taken from the entries so far, for reference:
SMILES	Vif inh	NOD2 RIPK2 PPI	C8 TRAIL sens	SRC1 inh	LRH-1 inv ag	LMP1 NFkB inh	NCOA2 inhibitor	NR2F2 inh	SRC3 inh	TLR9-MyD88 block	TROY signal inh
COCCNC(=O)C(c1ccc(C)o1)N(C(=O)c1snc(C(N)=O)c1N)c1cc(C)cc(C)c1 (stereo unspecified)	-2	-3	-7	-51	-1	-2	-20	11	17	-2	-3
C[C@@H]1CN([C@H](C)CO)C(=O)c2c(c3ccccc3n2C)-c2ccccc2CO[C@H]1CN(C)C(=O)c1cc(Cl)cc(Cl)c1	-1	-7	5	7	20	-1	9	28	9	0	8

Single records (already shown).
Cc1cc(C)c2cc(C#N)c(SCC(=O)NCC3CCCO3)nc2c1 (stereo unspecified) across the screens: Vif inh: ·; NOD2 RIPK2 PPI: 13; C8 TRAIL sens: 4; SRC1 inh: -1; LRH-1 inv ag: 13; LMP1 NFkB inh: 4; NCOA2 inhibitor: 2; NR2F2 inh: 1; SRC3 inh: 1; TLR9-MyD88 block: 7; TROY signal inh: -1
Cc1cccc(C)c1OCc1cc(C(=O)NCC2CCCCC2)no1 across the screens: Vif inh: 16; NOD2 RIPK2 PPI: -2; C8 TRAIL sens: 19; SRC1 inh: -14; LRH-1 inv ag: 3; LMP1 NFkB inh: 0; NCOA2 inhibitor: -8; NR2F2 inh: 18; SRC3 inh: 1; TLR9-MyD88 block: -8; TROY signal inh: -21

More compounds follow.
SMILES	Vif inh	NOD2 RIPK2 PPI	C8 TRAIL sens	SRC1 inh	LRH-1 inv ag	LMP1 NFkB inh	NCOA2 inhibitor	NR2F2 inh	SRC3 inh	TLR9-MyD88 block	TROY signal inh
CCN1CCN(C(=O)c2cc3c(OC)c(OC)c(OC)cc3[nH]2)CC1	-19	-13	-11	2	0	-1	-15	5	-13	-13	0
O=C(NN1C(=O)c2ccccc2C1=O)c1ccccc1[N+](=O)[O-]	-6	-12	-13	-6	-7	-2	-9	13	17	-1	1
CC(C)OCCCNC(=O)Nc1cccc2ccccc12	1	6	3	-5	3	-3	-16	-4	-14	-5	14
COc1cccc(C=Nc2cc(C)cc(C)c2)c1O	-1	-8	2	-4	11	10	9	3	6	-3	13
O=C(Nc1ccccc1Oc1ccccc1)c1ccc(Br)o1	-4	5	3	3	19	-9	0	-6	12	6	-7
CN(C)/C=C1\N=C(c2cccs2)OC1=O	-13	-7	-3	-6	18	4	-3	-1	9	6	·
O=C1CN(C(=O)CSc2nnc3ccccn23)c2ccccc2N1	-2	-1	-3	-11	-1	-3	-15	14	-13	-5	-11
Cc1ncc(CO)c(/C=N/NC(=O)c2ccc(O)cc2)c1O	1	8	-1	1	-9	1	6	-1	4	-3	-9
CSc1nnc(C(C)(C)C)c(=O)n1/N=C/c1ccccc1O	3	-11	5	-2	0	-1	-2	-7	7	4	5
CSc1ccc(Cl)c(C(=O)Nc2ccc(Cl)cn2)c1	30	6	18	6	5	-32	14	-4	16	-3	-9
O=C1NC(=O)C(Nc2cccc3ccccc23)S1 (stereo unspecified)	3	-14	-4	-2	-7	4	15	8	-8	7	-3
OCCN(CCCn1c(C(F)(F)F)nc2ccccc21)c1nc(CN2CCCCC2)cs1	-1	2	19	-19	22	3	3	11	8	4	-14
Cc1nc2ccc(C(=O)N(C)CC3CCCN(CCc4ccc(Cl)cc4)C3)cc2[nH]1 (stereo unspecified)	-9	2	-14	15	-14	0	-3	14	-6	4	-10
CCc1ccccc1N(C)S(=O)(=O)c1ccc(-c2cc(C)no2)s1	-6	-2	26	-10	11	11	-1	6	17	2	18
Cn1c(N)c(C(=O)COC(=O)/C=C/c2ccc(F)cc2)c(=O)n(C)c1=O	-4	5	13	8	13	1	-16	-8	2	-8	-5
Cc1cccn2c(=O)c3cc(C(=O)NC4CCCCC4)c(=N)n(CCN4CCOCC4)c3nc12	-5	0	9	11	16	9	-2	-4	17	3	-2
Cc1ccc(NC(=O)c2scc3c2CCCC3)cc1	-5	2	9	-100	-115	-23	-42	-27	-93	-10	-85
Cc1ccc(C(=O)c2ccccc2C(=O)OCC(=O)N2C(C)CCCC2C)cc1 (stereo unspecified)	2	-11	2	8	2	-4	-3	-37	0	-4	0
CN(Cc1ccc(F)cc1)Cc1nc(-c2cnccn2)no1	12	4	-4	-5	7	12	3	20	7	-1	7
Cc1nnc2sc(-c3cccc(F)c3)nn2c1=O	-5	5	-1	-5	16	11	-5	7	7	-6	-13

Five records picked at random from those above:
SMILES	Vif inh	NOD2 RIPK2 PPI	C8 TRAIL sens	SRC1 inh	LRH-1 inv ag	LMP1 NFkB inh	NCOA2 inhibitor	NR2F2 inh	SRC3 inh	TLR9-MyD88 block	TROY signal inh
CN(Cc1ccc(F)cc1)Cc1nc(-c2cnccn2)no1	12	4	-4	-5	7	12	3	20	7	-1	7
Cc1nnc2sc(-c3cccc(F)c3)nn2c1=O	-5	5	-1	-5	16	11	-5	7	7	-6	-13
Cc1cccn2c(=O)c3cc(C(=O)NC4CCCCC4)c(=N)n(CCN4CCOCC4)c3nc12	-5	0	9	11	16	9	-2	-4	17	3	-2
Cc1ccc(C(=O)c2ccccc2C(=O)OCC(=O)N2C(C)CCCC2C)cc1 (stereo unspecified)	2	-11	2	8	2	-4	-3	-37	0	-4	0
Cc1ccc(NC(=O)c2scc3c2CCCC3)cc1	-5	2	9	-100	-115	-23	-42	-27	-93	-10	-85

The list is partial; rates above refer to the full screens.
